# Source: PubChem BioAssay
# Insulin prom up: MIN6 insulin promoter up-regulation | MIN6 insulin promoter-GFP reporter, high-content imaging; hits give high values | z-score at 5 µM | actives 0.3% (n = 190,000);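 active = z-score above 3 at 5 µM with at least 500 cells counted in the well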
# b-catenin transl: alters nuclear translocation of beta-catenin in HeLa cells. immunofluorescence imaging. nuclear translocation activity, % at 5 µM. actives 0.3% (n = 190,000);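 active = nuclear translocation activity above 50% at 5 µM, with a well cell count of 50 or more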;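 also: per-cell ratio of nuclear to cytoplasmic median beta-catenin stain intensity; plate controls were DMSO negative control for no effect and GSK-3 inhibitor IX positive control for full effect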
#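 Assay system: human HeLa cells, native beta-catenin; doses: 5 µM primary, 0.02–20 µM confirmation; incubation: compound treatment 24 h, 37°C, 5% CO2; technique: fluorescence imaging of beta-catenin antibody stain plus DAPI; measure: % activation, nuclear-to-cytoplasmic median beta-catenin signal ratio per cell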
# Autophagy HCS: autophagy modulation, high-content screen | MEF GFP-LC3 puncta imaging; test concentration mostly 10 µM | calls only at 10 µM (by protocol) | actives 0.98% (n = 190,000) | AID 463193;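 active = percentage of spot-positive cells more than 3 SD above its plate mean, without a fluorescence outlier flag or 80% toxicity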;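 also: spot-positive cell cutoff set from DMSO-treated cells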
# WT yeast gro inh: growth inhibition of WT yeast, mitochondrial fusion screen. mitochondrial fusion phenotypic screen, WT strain. actives 2.1% (n = 190,000). AID 1362. inhibition, % at 10 µM; in the data active = inhibition above about 58%; tested in S. cerevisiae
# XIAP displacement: XIAP antagonists, biochemical, IAP family, fluorescence polarization (AID 1018) | actives 0.007% (n = 200,000) | XIAP BIR domain, fluorescence polarization peptide displacement; higher % means a stronger effect | one-dose displacement, % at 20 µM; IC50 in µM for titrated hits; in the data active = displacement above about 50%; also: a part of the inactive calls stands beside numbers as strong as those of hits
# Dynein cargo inh: blocks dynein driven cargo transport along microtubules. 3617.4 mouse cells, GR-EGFP nuclear translocation imaging; test concentration mostly 20 µM; stimulated with dexamethasone, 1 µM; hits give low values. AID 1381. actives 0.47% (n = 220,000). z-score, hits read low;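 active = plate z-score of nuclear minus cytoplasmic receptor signal below a set negative limit, without overly bright fluorescence or cell loss, cut at about -3.5 in these data, passing the limit was not always enough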;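 also: z-score of nuclear minus cytoplasmic ring GR-EGFP intensity difference per well; some compounds called inactive have numbers as strong as hits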
#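 medium = tetracycline-free induction medium containing charcoal-stripped FBS | also added = 1.0 µM final dexamethasone stimulus | schedule = 48 h induction, 1 h compound, 30 min dex at 37 °C | technique = fixed, Hoechst-stained cells imaged at 10x for EGFP | measure = GR-EGFP nuclear translocation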
# CSM14.1 death rescue: protection against thapsigargin-triggered cell killing – 384-well, CSM14.1, ATP luminescence, primary screen (AID 1222) | 190,000 tested, under 10 active | cellular ATP content (survival), % at 20 µM; hits with a dose series show EC50 in µM | CSM14.1 thapsigargin-induced death rescue, ATP luminescence; higher % means a stronger effect;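 active = EC50 below 50 µM in the dose-response confirmation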;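 also: death triggered by thapsigargin at about 15 µM added after 2 h compound pretreatment; cell ATP read after overnight thapsigargin exposure of roughly 18 to 22 hours; normalized against plate controls of thapsigargin alone and 5% DMSO vehicle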
# MT stabilize HCS: microtubule stabilizers in HeLa cells | HeLa tubulin immunostaining HCS, 24 h; share of cells brighter than vehicle mean+2SD | actives 0.83% (n = 200,000) | % tubulin-high responders, % at 10 µM;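 active = plate Z-score above 3 for both tubulin-high and condensed-nucleus cell shares, with cell loss under 80%, at 10 µM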;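 also: anti alpha tubulin signal scored within the nucleus-defined area of each cell; some results filed as inactive read as strong as hits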
# Hep lipid drop: modulators of hepatic lipid droplet formation; actives 0.4% (n = 240,000); AID 1656; AML12 mouse hepatocytes, oleate lipid droplets, BODIPY imaging; inhibition, % at 6.5 µM;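 active = lipid droplet intensity inhibited by at least 50%, with more than 500 cells counted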
#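 Material: mouse AML12 hepatocyte cell line, fixed after treatment; Timing: compound with oleate, overnight; Technique: high-content imaging of BODIPY-stained droplets and DAPI nuclei; Probe or stimulus: oleate, 100 µM final; Dosing: compound at 6.5 µM only.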
# WT yeast gro inh mutant strain: also measured in WT yeast gro inh; calls as there; inhibition, %; mitochondrial fusion phenotypic screen, mutant strain inhibition
# Dynein cargo inh cytoplasmic EGFP: further read-out of Dynein cargo inh, marked with its call; z-score; measured here: cytoplasmic GR-EGFP intensity; hits give high values
# Dynein cargo inh nuclear GR-EGFP: also measured in Dynein cargo inh; calls as there; z-score; measured here: nuclear GR-EGFP intensity;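 lower value marks the stronger effect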
# Dynein cargo inh cell count: second read-out of Dynein cargo inh, no call of its own (marks repeat the call); z-score; measured here: cell count per field
# Insulin prom up cell count: further read-out of Insulin prom up, marked with its call; cell count; measured here: cytotoxicity, nuclei count;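 total cells summed across four imaged fields per well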
# Hep lipid drop cells 6.5 µM: further read-out of Hep lipid drop, marked with its call; cell count; measured here: cell count, cytotoxicity flag;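 cells counted across two imaged fields per well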
# b-catenin transl cell count 5 µM: also measured in b-catenin transl; calls as there; cell count; measured here: cell count, cytotoxicity flag
# MT stabilize HCS Hoechst-high %: further read-out of MT stabilize HCS, marked with its call; % Hoechst-high responders; measured here: nuclear condensation Hoechst responders;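 share of cells brighter than vehicle mean plus two SD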
# MT stabilize HCS cytotoxicity %: also measured in MT stabilize HCS; calls as there; toxicity, %; measured here: cytotoxicity by cell density;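 0% = mean cell density of plate MIN control wells and 100% = no cells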
# Autophagy HCS cell loss 18 h: also measured in Autophagy HCS; calls as there; toxicity, %; measured here: cell loss, nuclei count;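 cell loss after 18 h compound exposure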
# * hit, by the source's call; i = inactive; x = not tested or not shown.
SMILES,Insulin prom up,Insulin prom up cell count,b-catenin transl,b-catenin transl cell count 5 µM,Autophagy HCS,Autophagy HCS cell loss 18 h,WT yeast gro inh,WT yeast gro inh mutant strain,XIAP displacement,Dynein cargo inh,Dynein cargo inh cytoplasmic EGFP,Dynein cargo inh nuclear GR-EGFP,Dynein cargo inh cell count,CSM14.1 death rescue,MT stabilize HCS,MT stabilize HCS Hoechst-high %,MT stabilize HCS cytotoxicity %,Hep lipid drop,Hep lipid drop cells 6.5 µM
CCCc1cc(=O)[nH]c(SCC(=O)c2ccc3c(c2)OCCO3)n1,0.17,1484,-1.6,1185,i,-6,-21,0,-5.3%,0.33,0.029,0.56,-0.3,0.3%,2.3,2.2,6.3,-6,655
CC(=O)Nc1cc(C(=O)NCc2ccco2)ccc1Sc1ccc(C)cc1,0.17,1167,-7.7,514,i,20,8,15,-2.4%,1.2,0.086,0.16,-1.2,-7.3%,2.8,2.4,1.4,-1,582
O=C(COc1ccc(Br)cc1)N/N=C1\SCC(=O)N1c1ccc(F)cc1,0.1,1472,-2.0,1094,i,-3,0,6,-5.3%,0.67,-0.26,0.57,-0.49,-0.2%,2.4,2.4,7.0,-27,569
CCN(CC)c1ccc(/C=N/NC(=O)c2ccoc2C)cc1,0.02,921,-0.2,1368,x,x,x,x,x,0.93,0.01,0.94,-0.66,x,x,x,x,7,714
CCN1C(=O)C2(/C(=C(\O)c3ccc4c(c3)OCCO4)C(=O)C(=O)N2CCCOC)c2ccccc21 (stereo not drawn),-0.03,1490,-0.9,1355,i,5,-8,11,-5.1%,0.41,-0.36,0.51,-0.41,-0.6%,6.6,1.9,7.0,x,x
c1ccc(-c2nc(N3CCNCC3)nc3ccccc23)cc1,0.19,975,x,x,i,25,12,10,-4.7%,0.39,-0.28,0.55,0.58,-5.7%,2.6,1.5,2.7,20,762
CCOC(=O)C(NC(=O)c1ccccc1)(Nc1cccc(C)n1)C(F)(F)F (stereo not drawn),x,x,-1.0,557,i,-2,10,4,-13%,-0.73,0.23,0.39,0.01,-2.9%,2.9,2.0,5.8,-66,747
CCOc1ccc(Oc2ccc(Cl)cc2NC(=O)CCNC(C)=O)cc1,0.23,1142,-1.1,1111,i,6,13,6,-5.6%,-0.3,-0.14,0.65,-0.96,-1.3%,1.4,1.8,6.4,-14,831
COc1cc(C(=O)N2CCC(c3nc(-c4cccnc4)no3)CC2)cc(OC)c1OC,0.03,1689,0.3,1047,i,0,-4,0,-1.9%,-0.00058,-0.22,0.34,-0.49,-2.8%,3.6,2.4,10,-22,503
CCOc1cc(C(=O)Nc2cc(C)ccn2)cc(OCC)c1OCC,-1.5,1261,-4.7,696,i,12,x,x,-3.1%,0.32,-0.18,0.69,-0.97,1.8%,4.3,2.4,3.7,x,x
COc1ccc(C2C(C(N)=O)=C(C)Nc3ncnn32)cc1 (stereo not drawn),0.43,1126,2.3,1146,i,4,-6,-8,-0.1%,-0.9,-0.19,-0.35,0.18,2.2%,1.2,1.8,14,x,x
CSc1nc(C)c(CCOC(=O)c2cccc(Cl)c2)c(=O)[nH]1,x,x,x,x,i,2,12,-6,-2.8%,0.003,-0.2,-0.49,2,0.6%,0.8,2.4,12,x,x
N#Cc1cc(N2CCCCC2)c([N+](=O)[O-])cc1C#N,0.62,1427,-2.0,1118,i,6,-6,-12,-5.7%,-0.98,-0.28,-0.62,1,0.9%,2.6,3.8,5.9,2,644
COCCOC(=O)C1=C(C)NC2=C(C(=O)CC(c3cccs3)C2)C1c1ccsc1 (stereo not drawn),0.58,1483,-1.9,931,i,37,-11,-12,-2.9%,-0.5,-0.21,-0.13,0.65,0.6%,1.8,2.3,8.3,x,x
Cc1ccc(-c2nnn(CC(=O)N(C)C3CCCCC3)n2)o1,-0.13,1417,1.2,1467,i,-35,0,-6,-1.8%,0.15,-0.24,0.087,0.52,2.3%,2.4,1.6,8.6,-7,746
O=C(Cc1cccs1)Nc1ccc(N2CCOCC2)cc1,0.31,990,0.4,1199,i,-1,13,4,-3.9%,0.3,-0.16,0.15,0.79,-1.2%,3.0,1.3,6.2,x,x
COC(=O)Cc1ccc(NC(=O)c2ccccc2Cl)cc1,-0.45,1444,0.5,1567,i,7,0,-3,-4.7%,-0.8,-0.24,0.12,0.61,-0.9%,5.7,3.4,8.8,-2,618
O=[N+]([O-])c1cccc(-c2nc(-c3ccccn3)no2)c1,0.09,1009,-0.8,1295,x,x,x,x,x,0.54,-0.26,0.17,0.64,x,x,x,x,-1,667
O=C(C(Cc1ccccc1)N1C(=O)c2ccccc2C1=O)N1CCc2ccccc21 (stereo not drawn),-0.5,966,0.9,1216,i,-10,23,10,-3.0%,-0.085,-0.24,-0.1,-0.67,0.7%,3.7,2.0,4.7,3,715
Cc1cc(NC(=O)c2oc3ccccc3c2C)ccc1-n1cnnn1,-0.45,1060,4.5,1377,i,15,46,31,-4.7%,-0.67,-0.31,-0.27,0.22,-2.5%,3.3,3.7,4.7,x,x
CC(C)(C)C(=O)/C=c1\[nH]c(=O)/c(=C\c2ccccc2F)s1,-0.09,1149,1.4,985,i,5,3,19,-5.9%,-0.71,-0.29,-0.0079,0.73,-1.8%,8.4,2.3,7.8,1,675
CCOC(=O)Nc1ccc(NC(=O)OCC)cc1,-0.02,1621,0.9,1025,i,-11,1,6,-3.3%,-0.64,-0.27,-0.17,0.75,-1.8%,1.8,1.1,5.9,-5,664
O=C(NCCc1nnc2ccc(NCC3CCCO3)nn12)c1ccccc1 (stereo not drawn),0.97,1303,-1.8,1107,i,10,-3,14,-4.5%,-0.87,-0.21,-0.73,1.1,-1.1%,1.7,2.1,5.1,3,668
COc1ccccc1NC(=O)Nn1cnnc1,-0.18,1224,-1.6,1105,i,10,-7,-2,-0.8%,-0.6,-0.19,0.42,0.51,4.0%,3.6,2.4,11,x,x
CCCC(=O)Nc1nnc(SCC(=O)N2CCN(c3ccccc3)CC2)s1,1.1,1030,-0.4,1279,x,x,x,x,x,-0.89,-0.25,-0.05,1.5,x,x,x,x,-13,606
CC(=O)NCc1ccc(S(=O)(=O)N/N=C/c2ccc(N(C)C)cc2)cc1,x,x,-0.4,936,i,5,-7,-16,-6.1%,-0.43,-0.11,-0.41,0.086,-4.5%,1.3,3.1,2.8,13,620
CCOC(=O)N1CCC(N2C(=O)c3ccccc3C2Nc2ccc(S(=O)(=O)N(CC)CC)cc2)CC1 (stereo not drawn),-0.82,1108,0.2,1060,i,22,3,1,-2.9%,0.12,-0.21,0.14,-0.24,-5.2%,1.7,1.8,2.4,1,695
COc1ccc(NC(=O)CSc2nnc(-c3ccoc3C)n2CC2CCCO2)cc1 (stereo not drawn),0.8,1098,-1.5,1070,i,48,4,2,-5.2%,1.4,0.033,0.57,-1.1,-0.9%,2.4,1.1,11,9,746
COC(=O)c1ccc(Oc2c(C(F)(F)F)oc3c(CN4CCN(C)CC4)c(O)ccc3c2=O)cc1,x,x,x,x,i,-29,8,-9,-6.0%,1.8,-0.16,0.83,-2,1.7%,1.6,1.5,9.8,x,x
Cc1ccccc1N1CN(Cc2ccco2)CNC1=S,0.25,1373,-0.2,1095,i,3,6,-11,-15%,0.049,-0.27,0.0026,0.74,-2.2%,1.8,2.3,5.1,3,665
COC(=O)C1=C(C)NC(C)=C(C(=O)OC)C1c1cc2cc(C)ccc2[nH]c1=O,0.97,1922,-0.6,998,i,-3,-10,2,-4.6%,-0.1,-0.16,-0.71,1.1,-2.4%,4.2,1.0,8.1,-1,697
Cn1cnnc1SCC(=O)c1ccc2c(c1)OCO2,-0.6,925,x,x,i,34,3,17,-1.1%,0.64,-0.11,0.31,-0.082,-0.8%,1.9,1.3,8.0,15,807
O=C(Nc1cccnc1)c1cccc(F)c1,-0.48,1257,x,x,i,-5,-10,10,-6.4%,-0.97,-0.3,-0.79,0.86,-1.7%,3.3,2.5,6.3,-15,684
CN(CC(=O)N1CCN(c2ccccn2)CC1)S(=O)(=O)c1ccc2ccccc2c1,1,1179,-0.6,909,i,8,2,-4,-3.4%,-0.68,-0.24,-0.37,0.24,-1.5%,1.9,2.1,5.0,-42,756

# Complete entries from above. Values in the order: Insulin prom up | Insulin prom up cell count | b-catenin transl | b-catenin transl cell count 5 µM | Autophagy HCS | Autophagy HCS cell loss 18 h | WT yeast gro inh | WT yeast gro inh mutant strain | XIAP displacement | Dynein cargo inh | Dynein cargo inh cytoplasmic EGFP | Dynein cargo inh nuclear GR-EGFP | Dynein cargo inh cell count | CSM14.1 death rescue | MT stabilize HCS | MT stabilize HCS Hoechst-high % | MT stabilize HCS cytotoxicity % | Hep lipid drop | Hep lipid drop cells 6.5 µM
# Entry for O=C(NCCc1nnc2ccc(NCC3CCCO3)nn12)c1ccccc1 (stereo not drawn) → 0.97 | 1303 | -1.8 | 1107 | i | 10 | -3 | 14 | -4.5% | -0.87 | -0.21 | -0.73 | 1.1 | -1.1% | 1.7 | 2.1 | 5.1 | 3 | 668
# Entry for CCOC(=O)N1CCC(N2C(=O)c3ccccc3C2Nc2ccc(S(=O)(=O)N(CC)CC)cc2)CC1 (stereo not drawn) → -0.82 | 1108 | 0.2 | 1060 | i | 22 | 3 | 1 | -2.9% | 0.12 | -0.21 | 0.14 | -0.24 | -5.2% | 1.7 | 1.8 | 2.4 | 1 | 695
